High-throughput results: PubChem BioAssay, several laboratories
MsrA inhibitor – inhibitors of bovine MsrA. purified bovine MsrA, absorbance read-out. inhibition, % at 15.5 µM. actives 0.75% (n = 360,000); in the data active = inhibition above about 4.5%;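 also: 0% = vehicle wells with enzyme and 100% = reference inhibitor wells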
MT1-MMP act inh – inhibitors of human MT1-MMP activation; actives 0.061% (n = 360,000); HT1080 RFP-PRO-GFP cells, GFP/RFP ratio fluorescence, overnight; percent of plate control window, DMSO zero; GFP/RFP ratio change, % at 20 µM; AID 651647;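 active = GFP/RFP ratio change of at least 30% with cell ATP level not reduced by more than half and red fluorescence within 50% of control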; also: strong numbers were not always called active
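Assay system – RFP-PRO-GFP reporter HT1080 cells · Compound dosing – single dose of 20 µM compound, 1% DMSO final · Incubation – overnight compound exposure at 37 °C · Measure – GFP/RFP fluorescence ratio · Benchmarks – DMSO wells and RFP-L50D-GFP cells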
Rin1 Abl inh – inhibitors of human Rin1-Abl protein interaction; P00519+Q13671; TR-FRET Rin1/Abl binding, biochemical; inhibition, % at 7.35 µM; actives 0.4% (n = 360,000); AID 588664; in the data active = inhibition above about 5%, passing the limit was not always enough
bovine MsrA act – bovine methionine sulfoxide reductase A activation. purified bovine MsrA, absorbance read-out. activation, % at 10.6 µM. actives 0.3% (n = 360,000). AID 602163; in the data active = activation above about 7.5%;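 also: 0% = vehicle and 100% = reference activator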
SKN-1 block – C. elegans SKN-1 inhibition | C. elegans VP596 Pgst-4::GFP/RFP ratio, acrylamide-induced, 24 h | inhibition, % at 21.8 µM | actives 0.49% (n = 360,000) | AID 624304;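 active = interference check ratio from 0.5 to 1.5 plus GFP to RFP signal ratio inhibition reaching or exceeding a fixed threshold, cut at about 30% in these data, passing the limit was not always enough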; also: some compounds called inactive have numbers as strong as hits
CendR NRP1 mod – modulators of CendR peptide binding to human neuropilin-1 | O14786 | FAM-RPARPAR peptide binding to NRP-1, fluorescence polarization | inhibition, % at 25 µM | actives 0.85% (n = 360,000);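 active = inhibition or corrected inhibition above about 18%, plus a signal ratio from 0.5 to 1.5, limit read from the data, passing the limit was not always enough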; also: strong numbers were not always called active
Target sequence (O14786 whole entry, looked up): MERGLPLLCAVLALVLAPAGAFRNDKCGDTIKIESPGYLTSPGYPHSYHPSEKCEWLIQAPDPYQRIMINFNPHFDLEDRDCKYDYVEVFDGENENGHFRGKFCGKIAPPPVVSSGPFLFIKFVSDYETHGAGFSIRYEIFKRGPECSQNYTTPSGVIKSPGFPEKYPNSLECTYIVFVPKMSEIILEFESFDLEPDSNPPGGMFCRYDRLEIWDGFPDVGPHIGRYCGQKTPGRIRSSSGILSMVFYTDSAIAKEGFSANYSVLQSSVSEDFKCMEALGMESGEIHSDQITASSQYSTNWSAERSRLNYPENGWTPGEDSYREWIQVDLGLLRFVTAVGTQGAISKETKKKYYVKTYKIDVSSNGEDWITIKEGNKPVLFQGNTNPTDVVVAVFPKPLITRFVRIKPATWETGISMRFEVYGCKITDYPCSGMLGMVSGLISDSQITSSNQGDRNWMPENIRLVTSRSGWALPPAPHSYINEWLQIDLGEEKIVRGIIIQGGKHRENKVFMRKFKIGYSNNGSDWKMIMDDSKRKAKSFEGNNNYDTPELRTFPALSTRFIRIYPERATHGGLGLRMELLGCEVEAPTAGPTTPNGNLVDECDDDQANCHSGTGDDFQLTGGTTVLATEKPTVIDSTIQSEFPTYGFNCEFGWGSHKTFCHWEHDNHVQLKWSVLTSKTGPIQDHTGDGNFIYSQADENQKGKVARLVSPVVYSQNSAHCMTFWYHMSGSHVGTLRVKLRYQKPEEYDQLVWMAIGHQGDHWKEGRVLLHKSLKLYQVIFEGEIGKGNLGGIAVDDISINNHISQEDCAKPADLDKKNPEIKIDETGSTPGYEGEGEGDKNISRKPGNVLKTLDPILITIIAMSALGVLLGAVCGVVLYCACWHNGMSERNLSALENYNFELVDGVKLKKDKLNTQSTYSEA
eLon inh – inhibitors of E. coli Lon protease | AID 602123 | actives 0.42% (n = 360,000) | inhibition, % at 7.94 µM | purified E. coli Lon protease, fluorescence polarization | P0A9M0; in the data active = inhibition above about 13%, passing the limit was not always enough;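 also: 0% = enzyme with probe and DMSO and 100% = no enzyme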
FAS TE block – blocks the thioesterase domain of human fatty acid synthase | P49327 | recombinant FAS-TE, OMFH fluorogenic substrate, fluorescence endpoint | inhibition, % at 15 µM | actives 0.67% (n = 360,000) | AID 602261;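 active = compounds whose normalised, plate-corrected inhibition of enzyme fluorescence in the single-dose primary screen is 50% or more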;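 also: 0% = DMSO with enzyme and 100% = substrate without enzyme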
Neddylation inh – cullin neddylation inhibition; P61081+Q13564; TR-FRET cullin neddylation, biochemical; calls only at 25 µM; actives 0.58% (n = 360,000); in the data active = inhibition above about 36%
* hit, by the source's call; i = inactive; · = no result given.

SMILES	MsrA inhibitor	MT1-MMP act inh	Rin1 Abl inh	bovine MsrA act	SKN-1 block	CendR NRP1 mod	eLon inh	FAS TE block	Neddylation inh
CSc1nc2ccc(NC(=O)C3CC(=O)N(Cc4ccco4)C3)cc2s1 (stereo not drawn)	-0.4	1	0	-5	-6	-1	3	-5	i
NC(=O)COc1ccc(/C=N\NC(=O)c2ccc(-c3ccccc3)cc2)cc1	-0.4	-1	-1	-9	4	-10	-8	-3	·
Cc1ccc(-n2[nH]c(C)c(C=Nc3ccc(C)cn3)c2=O)cc1	0.6	4	1	-2	6	0	-4	2	i
COc1cccc(CN(C)C(=O)c2cc(S(=O)(=O)N3CCN(c4ccccc4)CC3)ccc2Cl)c1	0.1	-6	0	-3	-5	19	-3	24	i
CC1CN(C(=O)c2nn(C)cc2[N+](=O)[O-])CC(C)O1 (stereo not drawn)	1.3	3	-1	2	-1	-1	-17	-10	i
Cc1cccc(NS(=O)(=O)c2ccc(C)c(C(=O)NCC(c3ccccc3)N(C)C)c2)c1 (stereo not drawn)	-0.8	-1	1	1	11	20	-4	0	i
Cc1oc(=O)cc(OCc2ccccc2)c1C	0.2	3	-3	0	2	-5	-2	-4	i
O=C(Oc1ccccc1)c1cc2ccccc2o1	-0.8	-9	5	-6	-8	1	-2	7	i

Entries of single compounds as entered above.
Record of NC(=O)COc1ccc(/C=N\NC(=O)c2ccc(-c3ccccc3)cc2)cc1 = MsrA inhibitor: -0.4; MT1-MMP act inh: -1; Rin1 Abl inh: -1; bovine MsrA act: -9; SKN-1 block: 4; CendR NRP1 mod: -10; eLon inh: -8; FAS TE block: -3; Neddylation inh: ·
Record of CC1CN(C(=O)c2nn(C)cc2[N+](=O)[O-])CC(C)O1 (stereo not drawn) = MsrA inhibitor: 1.3; MT1-MMP act inh: 3; Rin1 Abl inh: -1; bovine MsrA act: 2; SKN-1 block: -1; CendR NRP1 mod: -1; eLon inh: -17; FAS TE block: -10; Neddylation inh: i

Part of the list above, with values under each structure:
Screens in order – MsrA inhibitor | MT1-MMP act inh | Rin1 Abl inh | bovine MsrA act | SKN-1 block | CendR NRP1 mod | eLon inh | FAS TE block | Neddylation inh
- CSc1nc2ccc(NC(=O)C3CC(=O)N(Cc4ccco4)C3)cc2s1 (stereo not drawn)
  -0.4 | 1 | 0 | -5 | -6 | -1 | 3 | -5 | i
- NC(=O)COc1ccc(/C=N\NC(=O)c2ccc(-c3ccccc3)cc2)cc1
  -0.4 | -1 | -1 | -9 | 4 | -10 | -8 | -3 | ·
- Cc1ccc(-n2[nH]c(C)c(C=Nc3ccc(C)cn3)c2=O)cc1
  0.6 | 4 | 1 | -2 | 6 | 0 | -4 | 2 | i
- COc1cccc(CN(C)C(=O)c2cc(S(=O)(=O)N3CCN(c4ccccc4)CC3)ccc2Cl)c1
  0.1 | -6 | 0 | -3 | -5 | 19 | -3 | 24 | i
- CC1CN(C(=O)c2nn(C)cc2[N+](=O)[O-])CC(C)O1 (stereo not drawn)
  1.3 | 3 | -1 | 2 | -1 | -1 | -17 | -10 | i
- Cc1cccc(NS(=O)(=O)c2ccc(C)c(C(=O)NCC(c3ccccc3)N(C)C)c2)c1 (stereo not drawn)
  -0.8 | -1 | 1 | 1 | 11 | 20 | -4 | 0 | i
- Cc1oc(=O)cc(OCc2ccccc2)c1C
  0.2 | 3 | -3 | 0 | 2 | -5 | -2 | -4 | i
